EPAC1 agonist = agonists of human EPAC1. EPAC1 agonist qHTS, biochemical assay; response scale: 100% = response to 6.5 mM cAMP. 0.073% of 360,000 active. AID 720707. Potency, µM (series often up to 154 µM), for the others: at the highest dose activation, most hits filed as activators. O95398; also: potency is read from the fitted curve at half-maximal effect; nearly all actives have a fitted effect of over 60% in size
Target sequence (O95398 whole entry, looked up): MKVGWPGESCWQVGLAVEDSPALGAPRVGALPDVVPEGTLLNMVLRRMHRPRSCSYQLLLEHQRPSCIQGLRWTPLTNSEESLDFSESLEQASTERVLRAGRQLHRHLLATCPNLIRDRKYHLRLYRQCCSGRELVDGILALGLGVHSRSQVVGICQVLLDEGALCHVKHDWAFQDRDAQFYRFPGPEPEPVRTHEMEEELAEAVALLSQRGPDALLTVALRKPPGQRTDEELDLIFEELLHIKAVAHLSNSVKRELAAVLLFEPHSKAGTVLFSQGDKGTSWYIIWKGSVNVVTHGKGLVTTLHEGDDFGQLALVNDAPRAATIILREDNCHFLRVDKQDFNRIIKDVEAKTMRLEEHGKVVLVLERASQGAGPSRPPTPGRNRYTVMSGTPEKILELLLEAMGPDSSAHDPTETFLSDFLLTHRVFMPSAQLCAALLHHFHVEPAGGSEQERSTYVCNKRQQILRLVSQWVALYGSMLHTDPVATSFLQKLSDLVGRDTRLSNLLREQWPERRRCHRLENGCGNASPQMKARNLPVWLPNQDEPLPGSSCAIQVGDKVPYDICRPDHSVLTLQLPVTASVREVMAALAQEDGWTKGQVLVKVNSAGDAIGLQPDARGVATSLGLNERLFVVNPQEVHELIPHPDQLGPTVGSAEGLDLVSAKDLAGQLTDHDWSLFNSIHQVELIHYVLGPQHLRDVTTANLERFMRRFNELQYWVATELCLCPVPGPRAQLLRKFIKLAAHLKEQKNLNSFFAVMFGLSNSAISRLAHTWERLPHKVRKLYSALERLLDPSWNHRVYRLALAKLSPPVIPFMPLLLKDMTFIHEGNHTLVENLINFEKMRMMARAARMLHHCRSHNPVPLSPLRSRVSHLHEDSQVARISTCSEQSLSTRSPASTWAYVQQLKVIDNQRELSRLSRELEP
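Nucleotide exchange assay: 100 nM EPAC1 with 250 nM Rap1B loaded with BODIPY-GDP and 50 uM GDP, room temperature. Fluorescence (480/540 nm) read every 5 min for 30 min; signal change normalized to 6.5 mM cAMP as full agonist.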
Abeta yeast res = restores growth of yeast expressing A-beta42 peptide; yeast expressing A-beta42, growth rescue, OD600, 48 h; response scale: 0% DMSO, 100% iron-clioquinol control; Potency, µM (highest dose often 46.1 µM), for inactives: at the highest dose growth rescue, hits mostly activators; 0.063% of 410,000 active; also: potency is read from the fitted curve at half-maximal effect; nearly all actives have a fitted effect of over 55% in size
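Yeast A-beta toxicity model in growth medium with pinned compounds, 48 h at 30 C; growth read as absorbance at 600 nm. Normalized to FeCl3/clioquinol equimolar mix (positive) and DMSO (negative).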
aSyn yeast inh = rescues yeast growth from alpha-synuclein toxicity; Yeast expressing alpha-synuclein, growth rescue, BacTiter-Glo, 24 h; Potency, µM (doses to about 46.1 µM), without a hit: top-dose growth rescue (activation), most hits filed as activators; 0.14% of 370,000 active; also: potency is read from the fitted curve at half-maximal effect; % of control where 0% means no effect; nearly all actives have a fitted effect of over 65% in size
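Readout is rescue of growth in alpha-synuclein-expressing yeast, so inhibitors of toxicity appear as activators. Growth after 24 hr at 30 deg C in galactose medium is quantified by luminescence.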
PLK1 PBD block = blocks phosphopeptide binding to human PLK1 polo-box domain; Plk1 PBD binding of FITC phosphopeptide, fluorescence polarization; AID 720504; 2.8% of 360,000 active; Potency, µM, inactives show max response, negative = inhibition, most hits filed as inhibitors; P53350; also: potency is read from the fitted curve at half-maximal effect; series mostly up to about 57 µM; % is scaled to controls: 0 for no effect and ±100 for the full control effect; nearly all actives have a fitted effect of over 65% in size
FUS yeast rescue = suppressors of FUS proteinopathy in yeast; S. cerevisiae FUS-expressing, growth rescue, OD600, 24 h; Potency, µM (titrated, usually from 76.6 µM), inactives show at the highest dose growth rescue (activation), most hits filed as activators; 0.24% of 390,000 active;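 also: potency is read from the fitted curve at half-maximal effect; plate controls were DMSO vehicle for no effect and reference control for full effect; nearly all actives have a fitted effect of over 55% in size; some results filed as inactive show a strong effect at the top dose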
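Quantitative HTS measuring growth restoration of FUS-toxic yeast. Galactose-induced cells (OD 0.005) were exposed 24hr at 30C to compounds at several concentrations, then absorbance at 600 nm was recorded.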
IL-2 act = activators of IL-2. IL-2 activation reporter assay, cell-based qHTS; stimulated with anti-CD3/CD4/CD28 beads; in transgenic mouse T cells. AID 652025. activation, % (series mostly up to about 46 µM). 0.065% of 360,000 active; in the data active = activation above about 50%; inconclusive = mostly about 30% to 49%; also: 0% is about no effect
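Unstimulated transgenic mouse T cells; 60-min compound exposure; bead-based TCR/CD4/CD28 stimulation; 18 h culture, 37 degrees C; dual fluorescence (EGFP, DsRed) plate cytometry.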
PI5P4Ka inh = PI5P4K alpha (human) kinase inhibition | P48426 | PI5P4Kalpha enzyme, ADP-Glo luminescence, 60 min; stronger effect = lower value | max response, % | 1.2% of 330,000 active | AID 652105; active = max response of -50% or lower; inconclusive = between -30% and -50%; inactive = -30% or higher; also: value at the top dose of about 77 µM; % is scaled to controls: 0 for no effect and ±100 for the full control effect
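Enzyme plus substrate dispensed, test compounds pinned in, then ATP (5 microM final) added. After 60 min at RT, ADP-Glo reagent 1 for 45 min and reagent 2 for 30 min preceded luminescence imaging.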
EPAC1 antag = EPAC1 (human) antagonism | EPAC1 GEF assay, Rap1b-BODIPY-GDP exchange fluorescence | Potency, µM (series often up to 115 µM), for inactives: at the highest dose activity change, negative = inhibition, most hits filed as inhibitors | 0.14% of 360,000 active | AID 720709;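 also: potency is read from the fitted curve at half-maximal effect; plate controls were vehicle for no effect and positive control for full effect; nearly all actives have a fitted effect of over 50% in size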
WRN inhibitor = WRN helicase (human) inhibition. AID 651768. 0.46% of 360,000 active. Potency, µM (titrated, usually from 114 µM), for the others: at the highest dose activity change, negative = inhibition, usual class: inhibitors. Q14191. WRN helicase unwinding, fluorescent forked duplex, kinetic; also: potency is read from the fitted curve at half-maximal effect; % is scaled to controls: 0 for no effect and ±100 for the full control effect; nearly all actives have a fitted effect of over 55% in size
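Screening of the MLSMR collection measured strand separation of a quenched forked DNA duplex (100 nM) by 20 nM WRN with 2 mM ATP, all final. Compounds were preincubated with enzyme 15 min at room temperature.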
* hit, by the source's call; u = inconclusive; x = not tested or not shown; [ ] = another dose, or the depositor's remark. Unless noted, calls follow the shape of the dose curve; as a rule, active = well fitted curve in the direction sought with a large enough effect; inconclusive = small, poorly fitted or top-dose-only effect, or another doubt; inactive = no such curve, though single readings can be large; an effect the other way counts as inactive or inconclusive. This is a random part of the collection, and some 4.1% of all compounds hit somewhere here.

SMILES,EPAC1 agonist,Abeta yeast res,aSyn yeast inh,PLK1 PBD block,FUS yeast rescue,IL-2 act,PI5P4Ka inh,EPAC1 antag,WRN inhibitor
CN(C)C(CNC(=O)c1ccc2nccnc2c1)c1ccco1 (configuration not stated),4%,1%,-6%,-6%,38%,0.3,0,10%,-26%
COc1ccccc1OCCn1c(=O)n(C)c2ccccc21,-1%,3%,13%,0%,8%,-0.3,3,13%,-1%
Nc1cccc2c(O)cccc12,4%,3%,4%,-13%,-13%,-0.2,-3,13%,-26%
N#Cc1c(-c2ccccc2F)cc(C2CC2)nc1SCC(=O)c1cccs1,7%,17%,-5%,-19%,x,0.1,-3,19%,-6%
O=C(CSc1nc2[nH]ncc2c(=O)[nH]1)Nc1ccccc1,7%,-23%,-2%,-13%,22%,1.5,x,-18%,-4%
Cn1c(=O)c2c(SCCN3CCOCC3)nc(C3CCCC3)nc2n(C)c1=O,-4%,-12%,0%,0%,9%,0.5,1,-3%,-1%
CCOP(=O)(c1ccccc1)C(O)c1ccc(F)cc1 (configuration not stated),-11%,24%,10%,2%,-10%,-0.1,9,1%,0%
CC(CCc1ccccc1)NC(=O)CN1CCN(Cc2ccc(Cl)cc2)C1=O (configuration not stated),-14%,16%,1%,2%,2%,-3.7,3,1%,3%
CC(C)N1CCc2[nH]c(=S)[nH]c(=O)c2C1,-1%,-22%,0%,-4%,x,0.2,4,7%,5%
CSCCC(NC(=O)c1cc(CC(C)C)oc1C)C(=O)O (configuration not stated),-5%,23%,0%,-8%,-12%,-1.5,2,-11%,1%
CSCC[C@H](NC(=O)Nc1cccc(Br)c1)C(=O)O,-2%,-14%,4%,4%,-3%,2.3,0,-8%,3%
CCCCOc1ccc(C(=O)Nc2cc(C)c(OCC(=O)N3CCOCC3)c(C)c2)cc1,-6%,9%,7%,-1%,42%,-0.8,-2,9%,0%
Cn1c(=O)n(C)c2cc(NC(=O)CCc3ccccc3)c(Br)cc21,-9%,-21%,8%,4%,-24%,4.3,-1,0%,6%
COc1cccc(NC(=O)CSc2nnnn2C(C)C)c1,-8%,-7%,0%,-7%,-23%,-0.4,2,-3%,-6%
Fc1ccccc1N1CCN(C(c2cccs2)c2nnnn2CCc2ccccc2)CC1 (configuration not stated),9%,5%,8%,-20%,21%,-1.5,-1,0%,3%
O=C(Nc1cccc(S(=O)(=O)N2CCOCC2)c1)c1cn(-c2ccccc2)nc1-c1ccc(F)cc1,11%,12%,-6%,-9%,-1%,-2.9,-11,-24%,6%
Cn1c(=O)c(C(=O)CCl)c(N)n(CC2CC2)c1=O,-12%,-28%,-1%,u,10%,-0.2,-1,10%,21%
Cc1ccc(S(=O)(=O)CCC(=O)Nc2nnc(-c3ccc(F)cc3)o2)cc1,12%,-1%,-3%,-12%,9%,-0.9,7,-5%,-3%
C#CCOc1ccc(CNC[C@H]2O[C@@H](n3ccc(N)nc3=O)[C@H](O)[C@@H]2O)cc1,-2%,3%,-2%,-14%,8%,-0.4,-2,-18%,2%
Cc1ccc(S(=O)(=O)NNC(=O)c2cnn(-c3ccc(Cl)cc3)c2C(F)(F)F)cc1,0%,10%,3%,-3%,-9%,0.7,12,-10%,-24%
COc1ccc2[nH]c(=O)cc(C(=O)O)c2c1,6%,-16%,1%,-5%,12%,-0.4,5,7%,-17%[11.6 µM]
CCn1c(SCC(=O)OCC(=O)N2c3ccccc3NC(=O)C2(C)C)nnc1-c1ccco1,0%,-4%,0%,-12%,19%,-2.8,3,0%,0%
CC(=O)OCC1=C(C(=O)O)N2C(=O)C(NC(=O)CCn3nc(C(F)(F)F)c(Br)c3C3CC3)C2SC1 (configuration not stated),0%,-17%,-3%,u,21%,-0.3,2,-29%,-4%
Cc1cccc(NC(=O)C2SC(=Nc3c(C)cccc3C)C(C(=O)N3CCOCC3)=C2N)c1 (configuration not stated),-18%,6%,-3%,-3%,u,-1.3,-2,-9%,-3%
COc1ccccc1/C=N/NC(=O)C(=O)NCc1cccnc1,5%,1%,-6%,-13%,-1%,1.9,1,10%,7%
CCOC(=O)/C=C/C(=O)NNC(=O)c1ccccc1Cl,-1%,-3%,-4%,-14%,-2%,-1.4,-3,0%,-1%
O=C(COc1ccc(Cl)cc1Cl)NNC(=S)NCc1ccco1,15%,u,7%,-28%,-5%,1.0,7,u,-5%
Cc1cccc(Nc2nc(N)c([N+](=O)[O-])c(N3CCCC(C)C3)n2)c1 (configuration not stated),13%,-94%[inhibitor],-68%[inhibitor],-2%,30%,-0.7,2,u,-30%
CN(C)CCCn1c(NCc2ccc3c(c2)OCO3)nc2ccccc21,2%,-5%,-4%,-4%,8%,-3.2,x,17%,-4%
Cc1ccc(NC(=O)C2CCCN(C3=NS(=O)(=O)c4ccccc43)C2)c(O)c1 (configuration not stated),8%,-7%,0%,7%,3%,-0.2,u,0%,-8%
Cc1cc(N2CCOCC2)nc(SCC(=O)OCc2ccccc2)n1,-3%,0%,2%,-3%,6%,-0.2,0,-3%,-6%
CCCCn1c(N)c(N(CCC(C)C)C(=O)C2=NN(c3ccccc3)C(=O)CC2)c(=O)[nH]c1=O,8%,2%,-6%,-11%,2%,0.6,-1,-16%,7%
O=C(/C=C/c1ccccc1)OCC(=O)N1CCCC1,-4%,4%,4%,5%,-7%,0.0,-1,4%,2%
CCOC(=O)[C@]12Cc3c(cc(OC)c(OC)c3OC)[C@H]1N(C1CCCCC1)C(=O)c1cc(OC)ccc12,4%,-50%[inhibitor],-69%[inhibitor],u,41%,-0.9,-2,-2%,-1%
CN(C)S(=O)(=O)c1cc(NC(=O)COC(=O)C2CSC3(C)CCC(=O)N23)ccc1Cl (configuration not stated),9%,9%,5%,-11%,x,1.3,-11,1%,-2%
Cn1c(/N=C/c2ccc3c(c2)OCO3)nc2ccccc21,6%,9%,1%,-1%,-28%,-0.1,x,9%,-5%[57.1 µM]
Cc1ccccc1CC1(CO)CCCN(Cc2ccc3c(c2)OCCO3)C1 (configuration not stated),3%,-6%,1%,2%,5%,-0.5,0,-8%,-5%
CCc1ccc(C=NC23CN4CN(CN(C4)C2)C3)s1,1%,-1%,u,-2%,13%,-2.2,x,7%,-1%
CCc1noc(C)c1C(=O)Nc1cccc(S(=O)(=O)N(C)c2ccccc2)c1,12%,-15%,-5%,-12%,21%,-5.9,6,-15%,11%
CCOC(=O)Cn1nnnc1C(C(C)C)N(Cc1cccs1)Cc1cc2cc(C)ccc2[nH]c1=O (configuration not stated),5%,21%,x,1%,32%,-0.9,1,-5%,-8%
CNc1snc(C)c1C(=O)OC(C)C(=O)Nc1ccc(F)cc1 (configuration not stated),-11%,-11%,-18%,-4%,11%,-0.2,-10,-11%,4%
CCOc1ccc(C=NNC(=O)c2cccc3ccccc23)cc1OCC,-4%,-8%,3%,8%,x,-0.9,-1,6%,-17%
Cc1ccc(-c2cc3ccccc3nc2N2CCCC2)cc1,5%,-3%,-7%,-1%,5%,-0.5,1,9%,1%
C/C=C1\NC(=O)[C@H](C)NC(=O)[C@@H](NC(=O)[C@@H](Cc2ccc(O)cc2)NC(=O)[C@@H](NC(=O)/C(C)=C/C)C(C)C)[C@@H](C)OC(=O)[C@H](CCCCc2ccc(O)cc2)NC(=O)[C@@H](CCC(=O)O)NC1=O,10%,4%,-7%,-9%,29%,0.4,1,-3%,-7%
Cc1ccnn1-c1ccc(C(=O)NCC(c2ccco2)N2CCCC2)cc1 (configuration not stated),-4%,-3%,-4%,-4%,14%,0.8,0,-3%,1%

Arranged by number of heavy atoms (highest first): 10 of the compounds above.
SMILES,EPAC1 agonist,Abeta yeast res,aSyn yeast inh,PLK1 PBD block,FUS yeast rescue,IL-2 act,PI5P4Ka inh,EPAC1 antag,WRN inhibitor
C/C=C1\NC(=O)[C@H](C)NC(=O)[C@@H](NC(=O)[C@@H](Cc2ccc(O)cc2)NC(=O)[C@@H](NC(=O)/C(C)=C/C)C(C)C)[C@@H](C)OC(=O)[C@H](CCCCc2ccc(O)cc2)NC(=O)[C@@H](CCC(=O)O)NC1=O,10%,4%,-7%,-9%,29%,0.4,1,-3%,-7%
CCOC(=O)[C@]12Cc3c(cc(OC)c(OC)c3OC)[C@H]1N(C1CCCCC1)C(=O)c1cc(OC)ccc12,4%,-50%[inhibitor],-69%[inhibitor],u,41%,-0.9,-2,-2%,-1%
CCOC(=O)Cn1nnnc1C(C(C)C)N(Cc1cccs1)Cc1cc2cc(C)ccc2[nH]c1=O (configuration not stated),5%,21%,x,1%,32%,-0.9,1,-5%,-8%
CCCCn1c(N)c(N(CCC(C)C)C(=O)C2=NN(c3ccccc3)C(=O)CC2)c(=O)[nH]c1=O,8%,2%,-6%,-11%,2%,0.6,-1,-16%,7%
CN(C)S(=O)(=O)c1cc(NC(=O)COC(=O)C2CSC3(C)CCC(=O)N23)ccc1Cl (configuration not stated),9%,9%,5%,-11%,x,1.3,-11,1%,-2%
Cc1ccc(NC(=O)C2CCCN(C3=NS(=O)(=O)c4ccccc43)C2)c(O)c1 (configuration not stated),8%,-7%,0%,7%,3%,-0.2,u,0%,-8%
CCOc1ccc(C=NNC(=O)c2cccc3ccccc23)cc1OCC,-4%,-8%,3%,8%,x,-0.9,-1,6%,-17%
Cc1cccc(Nc2nc(N)c([N+](=O)[O-])c(N3CCCC(C)C3)n2)c1 (configuration not stated),13%,-94%[inhibitor],-68%[inhibitor],-2%,30%,-0.7,2,u,-30%
O=C(COc1ccc(Cl)cc1Cl)NNC(=S)NCc1ccco1,15%,u,7%,-28%,-5%,1.0,7,u,-5%
CCc1ccc(C=NC23CN4CN(CN(C4)C2)C3)s1,1%,-1%,u,-2%,13%,-2.2,x,7%,-1%

Source: PubChem BioAssay
